Bioassay records (PubChem)
p53ts 32C tox: p53ts cell cytotoxicity, permissive temperature. H1299-p53A138V at 32C, ATP luminescence viability, 24 h. Potency, µM (series often up to 46.1 µM), inactives show top-dose activity change, negative = cytotoxicity, usual class: cytotoxic. 130,000 tested, 0.93% active. AID 924;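 further: 0% = DMSO and -100% = full killing by reference compound; nearly all actives have a fitted effect of over 55% in size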
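ATP-content luminescence (ATPlite) read-out after 24 h compound exposure at 32C in H1299-p53A138V cells (600/well). Tested up to 46 uM. Normalized to DMSO (0%) and 100 uM tamoxifen (100% killing); Hill-fit AC50.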
p53ts 39C kill: p53ts cell cytotoxicity, nonpermissive temperature; 130,000 tested, 1.5% active; AID 902; H1299-p53A138V viability at 39C, ATP luminescence, 24 h; Potency, µM (series often up to 46.1 µM), for the others: at the highest dose activity change, negative = cell killing, hits mostly cytotoxic; further: nearly all actives have a fitted effect of over 55% in size
Imprint erasure: inducers of genomic imprint erasure in mouse ES cells. mouse ES Peg3-LacZ reporter, beta-gal luminescence, 40 h. Potency, µM (titrated, usually from 60.7 µM), inactives show at the top dose activity change, positive = activation, most hits filed as activators. 110,000 tested, 0.02% active. AID 1948;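 further: 0% = negative control wells on the plate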
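Imprint erasure is scored as LacZ activity from the silenced maternal Peg3 allele in feeder-free female ES cells cultured 40 h with LIF. Luminescence is normalized to in-plate negative controls and fitted to the Hill equation.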
IkB signaling: IkB pathway inhibition in ABC-DLBCL cells; ABC-DLBCL IkBa-CBG/CBR dual luciferase ratio, 4 h; response scale: scaled: untreated 0%, proteasome inhibitor 100%; Potency, µM (titrated, usually from 57.1 µM), without a hit: at the top dose IkBa stabilization activation; 110,000 tested, 0.04% active; active means well fitted curve in the direction sought with a large enough effect in the signal ratio, not every such curve was filed as active; inconclusive means small, poorly fitted or top-dose-only effect, or a change in a side signal; the % refers to the signal ratio;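 further: the direction sought is a rising ratio; 0% = basal untreated cells and 100% = reference inhibitor full response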
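Curves were fitted separately to fusion (green), unfused (red) and ratio luminescence, then classed by r2, magnitude and activity. Cells: OCI-Ly3, 4 h compound plus doxycycline at 37C; 10 uM MG-132 defined full response.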
Starred values were filed as active, the others as inactive; ? = inconclusive; nt = not tested or not shown; [ ] = remark or other dose. Unless noted, the call rests on the fitted dose curve; in most records, active means well fitted curve in the direction sought with a large enough effect; inconclusive means small, poorly fitted or top-dose-only effect, or another doubt; inactive means no such curve, though single readings can be large; an effect the other way counts as inactive or inconclusive. Unless noted, on the % scale 0 is the no-effect control and ±100 the full control effect; potency means the concentration at half of the fitted maximal effect.

SMILES,Imprint erasure,p53ts 39C kill,IkB signaling,p53ts 32C tox
CCOc1ccc(C(c2c(O)cc(C)n(Cc3ccco3)c2=O)N2CCN(C)CC2)cc1 (stereo unspecified),10%[10.9 µM],6%,6.1%,-3%
COc1ccccc1N1CCN(S(=O)(=O)c2ccc(F)cc2)CC1,-5%,-5%,1.5%,5%
COc1ccc(C(c2nnnn2Cc2cccs2)N2CCC(C(N)=O)CC2)c(OC)c1 (stereo unspecified),-3%,-9%,0.4%,0%
Cc1ccc(C2CC(c3cccc(Br)c3)Nc3nnnn32)cc1 (stereo unspecified),-27%,-16%,?,12%
Cc1ccc(-c2noc(-c3ccc(N4CCC(C)CC4)c([N+](=O)[O-])c3)n2)cc1,-3%[10.9 µM],-24%,-1.2%,-8%
CC1CCCC(C)N1C(=O)CSc1nnc(NC(=O)c2cccs2)s1 (stereo unspecified),-6%,-8%,-0.1%,-1%
Cn1c(CNc2nc(-c3ccccc3)cs2)nnc1SCC(=O)c1ccccc1,-23%,-19%,0.3%,8%
CN(C)S(=O)(=O)c1ccc(/C(O)=C2/C(=O)C(=O)N(CCN3CCCCC3)C2c2cccnc2)cc1 (stereo unspecified),nt,-7%,nt,10%
COc1cc(OC)cc(C(=O)N2CCN(Cc3cccc(F)c3)CC2)c1,-13%,-11%,-1.9%,-9%
CC(=O)Nc1cccc(NC(=O)C2CC(=O)N(c3ccc(C)cc3)C2)c1 (stereo unspecified),-5%,8%,-0.6%,8%
CC(C)c1nn2c(=O)cc(COC(=O)c3ccc(NC(=O)c4ccccc4Cl)cc3)nc2s1,-10%[10.9 µM],-7%,-2.4%,?
COc1ccc(NC(=O)C2CCCN(C(=O)NC3CCCCC3)C2)cc1OC (stereo unspecified),2%,2%,-1.5%,-8%
CN1CCCC(OC(=O)c2cc(Cl)ccc2Cl)C1 (stereo unspecified),-8%,-3%,0.5%,0%
O=C1OC(C(O)CO)C(O)=C1O (stereo unspecified),1%,4%,nt,-3%
CCN(CC)S(=O)(=O)c1cccc(C(=O)N2CC(O)CC2C(=O)O)c1 (stereo unspecified),2%,14%,-0.3%,3%
CCOc1ccc2cc(S(=O)(=O)n3ccnc3C)ccc2c1,-4%,10%,-1.3%,-3%
Cc1ccc(-c2nc(-c3cc4cccc(OCc5cccc(F)c5)c4oc3=O)no2)cc1,-6%[10.9 µM],?,?,-6%
CS(=O)(=O)Nc1ccccc1C(=O)NCc1ccco1,-3%,13%,-1.7%,6%
COc1ccc(S(=O)(=O)N2CCCC(C(=O)O)C2)cc1Cl (stereo unspecified),-6%,5%,0.3%,2%
CC(C)(C)NC(=O)NC(=O)COC(=O)COc1ccc2c(c1)CCC2,-11%,5%,0.3%,6%
CCOc1ccc(C(c2c(O)cc(C)n(CCOC)c2=O)N2CCC(C)CC2)cc1 (stereo unspecified),8%[10.9 µM],-23%,?,4%
Cc1nn(-c2cc(N3CCCCC3)ccc2[N+](=O)[O-])c(=O)c2ccccc12,nt,19%,nt,13%
Cn1c(CN2CCOCC2)nnc1SCC(=O)NCCc1ccccc1,5%,-2%,0.3%,7%
COc1ccc(OC)c(NC(=O)C2C3C=CC(C3)C2C(=O)NCc2ccccn2)c1 (stereo unspecified),-7%,-1%,0.0%,-1%
COc1ccc(C(=O)Nc2ccc(-n3nncc3-c3ccc(OC)c(OC)c3)cc2)cc1,-28%[10.9 µM],-8%,-2.2%,9%

Retrieved by structure from the list above:
SMILES,Imprint erasure,p53ts 39C kill,IkB signaling,p53ts 32C tox
Cc1ccc(-c2nc(-c3cc4cccc(OCc5cccc(F)c5)c4oc3=O)no2)cc1,-6%[10.9 µM],?,?,-6%
COc1ccccc1N1CCN(S(=O)(=O)c2ccc(F)cc2)CC1,-5%,-5%,1.5%,5%
Cn1c(CN2CCOCC2)nnc1SCC(=O)NCCc1ccccc1,5%,-2%,0.3%,7%
CCOc1ccc(C(c2c(O)cc(C)n(CCOC)c2=O)N2CCC(C)CC2)cc1 (stereo unspecified),8%[10.9 µM],-23%,?,4%

The list goes on.
SMILES,Imprint erasure,p53ts 39C kill,IkB signaling,p53ts 32C tox
CCOc1cc(-c2nc(-c3ccc(C)nc3OC)no2)cc(OCC)c1OCC,-8%,8%,-0.6%,0%
COc1cc(C(c2c(C)[nH][nH]c2=O)c2c(C)[nH][nH]c2=O)ccc1OC(=O)c1ccccc1OC,4%[10.9 µM],-13%,?,12%
COc1ccc(C(=O)Nc2cccc(C)c2)cc1,-87%[inhibitor],5µM*,?,6.3µM*
CCc1ccc2[nH]c(=O)c(CN(Cc3ccccc3)Cc3nnnn3Cc3ccco3)cc2c1,-10%,-9%,?,17%
O=C(CC(c1ccccc1)c1ccccc1)NCc1cccnc1,nt,4%,nt,2%
CC(=O)Oc1ccc(C(=O)Nc2nnc(C)s2)cc1,-79%[inhibitor],-26%,7.1%,-22%
Cc1ccc(NC(=O)C2CCCN(S(=O)(=O)c3cccc4cccnc34)C2)c(Br)c1 (stereo unspecified),-13%[10.9 µM],-10%,?,-3%
O=C(CN1C(=O)CCSc2ccc(S(=O)(=O)N3CCCC3)cc21)Nc1ccccc1Cl,-11%[10.9 µM],30%[activator],0.1%,-5%
CC1CCC(C(=O)NC(C(=O)OCC(=O)c2ccc(Br)cc2)C(C)C)CC1 (stereo unspecified),-10%[10.9 µM],10%,?,-8%
Oc1oc(-c2ccco2)nc1C=Nc1ccccc1,14%,-4%,?,0%
Cc1ccc(Cl)cc1-n1ncc2c(NC3CCCCC3)ncnc21,-8%[10.9 µM],4%,?,-1%
CC(=O)Nc1cc(-c2nn3c(C)nnc3s2)ccc1C,-10%,-2%,1.2%,-5%
COc1ccc(C)cc1NC(=O)c1nnn(CC(=O)Nc2c(C)cccc2C)c1N,-10%[10.9 µM],-9%,0.4%,-3%
O=C(NCc1ccc(F)cc1)C1CCCN(C(=O)Nc2ccccc2)C1 (stereo unspecified),-7%,-10%,0.7%,4%
Cc1ccc(C2CC(=O)Nc3cc4c(cc32)OCCO4)cc1 (stereo unspecified),12%[10.9 µM],1%,?,5%
O=C(CN1CCOc2ccccc21)N1CCN(c2cccc(Cl)c2)CC1,-12%,-6%,4.5%,3%
COc1ccccc1CNC(=O)CCS(=O)(=O)c1ccc2c(c1)oc(=O)n2C,5%[10.9 µM],9%,0.2%,0%
CCCCCCNC(=O)Cc1c(O)c2ccccc2[nH]c1=O,0%,-8%,0.0%,3%
CCOc1ccc(NC(=O)Cn2c(=O)n(CC(=O)NCCc3ccccc3)c(=O)c3sccc32)cc1,-4%[10.9 µM],?,3.9%,6%
CCOc1ccccc1NC(=O)c1ccc(F)c(S(=O)(=O)N2CCN(c3ccc(F)cc3)CC2)c1,?,29%,?,2%
COCCN(CCOC)Cc1c(C)[nH]c2ccccc2c1=O,0%,-2%,0.0%,-8%
CCCNC(=O)c1ccc(-c2nc(CS(=O)(=O)c3ccc(C)cc3)c(C)o2)cc1,24%[10.9 µM],2%,0.7%,-1%
CCOC(=O)C1=C(C)NC(=O)NC1c1ccc(Cl)cc1Cl (stereo unspecified),1%,4%,0.8%,4%
Cc1cc(C)n(-c2nc(NCC(C)O)c3c4c(sc3n2)CCCC4)n1 (stereo unspecified),-1%,-4%,-3.9%,-4%
COc1ccc(CNC(=O)COC(=O)CCCOc2ccc(Cl)cc2Cl)cc1,nt,-23%,nt,-1%

Reprinted from above for reference:
SMILES,Imprint erasure,p53ts 39C kill,IkB signaling,p53ts 32C tox
Cc1cc(C)n(-c2nc(NCC(C)O)c3c4c(sc3n2)CCCC4)n1 (stereo unspecified),-1%,-4%,-3.9%,-4%
COc1ccc(CNC(=O)COC(=O)CCCOc2ccc(Cl)cc2Cl)cc1,nt,-23%,nt,-1%

New compounds follow
SMILES,Imprint erasure,p53ts 39C kill,IkB signaling,p53ts 32C tox
O=C(O)CN(CC(=O)O)c1ccccc1,-10%[10.9 µM],-4%[9.22 µM],3.9%[11.4 µM],0%[9.22 µM]
Cc1csc(NC(=O)CSc2nnc(-c3ccoc3C)o2)n1,-56%[inhibitor],?,3.0%,?
CCc1ccc2oc(-c3ccc(NC(=O)c4cccc(Cl)c4Cl)cc3)nc2c1,-9%[10.9 µM],?,?,-17%
COC(=O)c1cccc(NC(=O)C2COc3ccccc3O2)c1 (stereo unspecified),-19%,0%,-0.9%,-15%
COc1ccc(-n2c(Cc3cccn3C)nnc2SCC(=O)Nc2cccc(NC(C)=O)c2)cc1,-5%,-3%,1.0%,4%
Cc1cc(Br)ccc1OCC(=O)N(Cc1nc(-c2ccccc2)no1)C(C)C,-22%,12%,?,22%
Cc1ccc(Cl)cc1NC(=O)Cn1nc2c(cc1=O)CC(C)CC2 (stereo unspecified),12%[10.9 µM],-8%,4.9%,3%
Cc1ccc(NS(=O)(=O)c2ccc3c(c2)N(C)C(=O)CC(=O)N3C)cc1Cl,-9%[10.9 µM],-2%,?,4%
Cc1ccc(S(=O)(=O)Cn2nnnc2C(C(C)C)N2CCSCC2)cc1 (stereo unspecified),-12%,-7%,0.8%,6%
CCCN(CCC)CC(=O)NCC1(c2ccccc2)CCOCC1,nt,-1%,nt,-7%
CS(=O)(=O)c1sc2nc(-c3cccs3)cc(-c3ccccc3)c2c1N,-11%,-18%,4.5%,2%
O=C(COc1ccc(F)cc1)Nc1ccc2nc(SCC(=O)N3CCCC3)sc2c1,-15%[10.9 µM],-11%,-2.4%,-7%
Cc1ccc(NC(=O)Nc2ccccc2OCc2cc(=O)n3ccccc3n2)c(Cl)c1,-5%[10.9 µM],-14%,-0.8%,-3%
COc1ccc2nc(N(Cc3cccnc3)C(=O)COc3ccccc3)sc2c1,-5%[10.9 µM],-28%,1.4%,8%
COC(=O)[C@@]1(Cc2ccc(OC)cc2)[C@H]2c3cc(C(=O)N4CCCC4)n(Cc4c(CO)[nH]cc(C)c4=O)c3C[C@H]2CN1C(=O)c1ccccc1,-5%,4%,nt,12%
CCC1CCCCN1CC(=O)Nc1cc(C)nn1-c1nc(C)cc(C)n1 (stereo unspecified),-17%,-8%,0.0%,6%
CCOC(=O)N1CCc2c(sc3c2c(=O)n(CCc2ccccc2)c(=O)n3CC(=O)Nc2ccc(C)cc2)C1,13%[10.9 µM],2%,?,0%
CC(C)(C)c1csc(N(CCC#N)CCC#N)n1,-14%,5%,1.5%,3%
CCC(C)NC(=O)CC1Oc2ccc(Cl)cc2NC1=O (stereo unspecified),10%,2%,-3.1%,11%
O=C(NCc1cccnc1)c1ccc(S(=O)(=O)N2CCOCC2)cc1,-11%,-4%,0.2%,0%
COc1ccc2ncc3c(-c4ccc(C)c(C)c4)nn(CC(=O)NC4CCCC4)c3c2c1,8%[10.9 µM],-10%,-2.7%,-4%
O=C(c1cccc(S(=O)(=O)N2CCCC2)c1)c1cccc(S(=O)(=O)N2CCCC2)c1,-19%,-17%,-0.7%,-23%
Cc1cc(N2CCN(c3nc(N4CCOCC4)nc4ccccc34)CC2)c2ccccc2n1,22%,21%,0.0%,2%
COc1ccc(C(=O)N2CCN(Cc3cc(OC)c(O)c(OC)c3)CC2)cc1OC,-3%,10%,0.7%,2%
CCOC(=O)c1c(NC(=O)c2ccc(S(=O)(=O)N3CCCC(C)C3)cc2)sc2c1CC(C)(C)NC2(C)C (stereo unspecified),-6%[10.9 µM],?,-2.1%,-13%
O=C(CCNS(=O)(=O)c1ccc2c(c1)CCN2C(=O)C1CC1)N1CCN(c2cccc(Cl)c2)CC1,-15%[10.9 µM],-10%,2.7%,1%

Compounds were not picked by outcome, and some 1.7% of all compounds hit somewhere here.
